Pemphigus Ab inh: inhibitors of pemphigus antibody binding to DSG3, primary screen, biochemical, bead-based, flow cytometry, scFv-GFP | Desmoglein-3 (Homo sapiens), P32926 | 310,000 tested, 0.48% active | binding (percent of control), % at 10 µM | AID 588358, 2011 | DSG3-coupled beads, scFv-anti-DSG3-GFP binding; stronger effect = lower value;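 active = binding more than 3 SD below its plate's average and above zero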;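 note: hits lower antibody fragment binding to DSG3; some compounds called inactive have numbers as strong as hits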
C-LANA FP: inhibitors of KSHV C-LANA binding to DNA, primary screen, biochemical, fluorescence polarization, FAM-LBS DNA, MBP-C-LANA, single point; inhibition, % at 9 µM; AID 504423, 2011; 340,000 tested, 0.078% active; Kaposi's sarcoma herpesvirus LANA C-terminal domain (residues 932-1162) DNA binding;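 active = highest replicate inhibition at or above 60% at 9 µM, even if other replicates fall short; inactive = all replicates below 60% inhibition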;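 note: 0% = neutral control wells and 100% = 4 µM acridine orange control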
Arrestin-AP2 inh: inhibitors of beta-arrestin/AP2 binding, primary screen, biochemical, GPCR trafficking, flow cytometry; beta-arrestin 1 C-terminal peptide binding to AP2 beta2-adaptin appendage (human); FITC-arrestin peptide / GST-AP2 beads; AP2 beta2 appendage carries R879A mutation; inhibition, % at 10 µM; 340,000 tested, 0.31% active;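 active = inhibition above a set limit, near 3 SD of compounds lacking own fluorescence, cut at about 54% in these data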;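 note: plate controls were DMSO wells for no effect and 5 µM unlabelled arrestin peptide for full effect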
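test system = AP2 appendage R879A on GSH beads | buffer or medium = PBS plus Tween 20 (0.05%) and BSA (0.1%) | incubation = 12 min plus 1 h, RT | detection = bead flow cytometry, FITC channel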
V-ATPase pHluor: regulators of yeast V-ATPase proton pumping, primary screen, pHLuorin cytosolic pH fluorescence; S. cerevisiae; response, % at 10 µM; 350,000 tested, 0.37% active; AID 504577, 2011; in the data active = response mostly above about 7.3%, no sharp cut-off; inactive = mostly below about 5.4%; note: actives read high; inactives centre near 0; some compounds called inactive have numbers as strong as hits; reference of the scale not given here
Keap1 Nrf2 FP: Keap1-Nrf2 protein-protein interaction inhibitors, primary screen, biochemical, fluorescence polarization, single point. Kelch-like ECH-associated protein 1 (Homo sapiens), Q14145. Keap1 Kelch-Nrf2 peptide fluorescence polarization, 1536-well. inhibition, % at 9.4 µM. 340,000 tested, 0.15% active. AID 504523, 2011; in the data active = inhibition above about 12%;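 note: human Keap1 Kelch domain with fluorescein labeled Nrf2 9mer peptide probe; 0% = neutral control wells and 100% = peptide positive control; higher means more block of Keap1 binding to Nrf2 peptide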
Target sequence (Q14145 whole entry, looked up, the tested form may be a part): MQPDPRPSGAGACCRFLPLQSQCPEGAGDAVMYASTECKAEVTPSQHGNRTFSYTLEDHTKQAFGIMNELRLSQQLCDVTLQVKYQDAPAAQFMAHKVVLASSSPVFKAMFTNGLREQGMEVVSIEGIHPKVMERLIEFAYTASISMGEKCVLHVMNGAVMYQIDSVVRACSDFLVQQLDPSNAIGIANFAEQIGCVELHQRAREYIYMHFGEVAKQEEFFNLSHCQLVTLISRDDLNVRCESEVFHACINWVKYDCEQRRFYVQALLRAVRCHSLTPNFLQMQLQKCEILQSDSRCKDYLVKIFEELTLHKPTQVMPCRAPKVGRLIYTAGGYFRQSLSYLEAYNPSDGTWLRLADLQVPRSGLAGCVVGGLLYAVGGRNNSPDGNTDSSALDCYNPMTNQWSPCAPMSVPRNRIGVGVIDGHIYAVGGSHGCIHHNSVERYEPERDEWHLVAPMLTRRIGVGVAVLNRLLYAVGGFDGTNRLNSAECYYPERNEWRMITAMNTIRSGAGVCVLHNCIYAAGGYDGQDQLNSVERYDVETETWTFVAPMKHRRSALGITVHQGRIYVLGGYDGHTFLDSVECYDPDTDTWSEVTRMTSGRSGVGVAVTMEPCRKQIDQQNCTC
MOR-DOR inv ag: inverse agonists of MOR-DOR heterodimerization, primary screen, cell-based, luminescence. Mu-type opioid receptor (Homo sapiens) + Delta-type opioid receptor (Homo sapiens), …. 340,000 tested, 0.21% active. AID 504357, 2011. inhibition, % at 9.3 µM. cell-based MOR-DOR heterodimer luminescence, inverse agonism; in the data active = inhibition above about 22%, passing the limit was not always enough;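 note: 0% = cells with DMSO and 100% = wells without cells with DMSO; values of inactives mirror those of a sister screen read the other way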
MOR-DOR ag: agonists of OPRM1-OPRD1 heterodimerization, primary screen, cell-based, luminescence; Mu-type opioid receptor (Homo sapiens) + Delta-type opioid receptor (Homo sapiens), …; cells; activation, % at 9.3 µM; 340,000 tested, 0.3% active; in the data active = activation above about 18%;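 note: 0% = vehicle-treated cells and 100% = reference agonist; values of inactives mirror those of a sister screen read the other way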
Wnt act: Wnt/beta-catenin pathway activators, primary screen, cell-based, plate reader, single point. activation, % at 9.35 µM. Wnt/beta-catenin reporter cell assay, activator. AID 743398, 2014. 300,000 tested, 1.2% active; in the data active = activation above about 30%, passing the limit was not always enough;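 note: 0% = neutral control wells and 100% = positive control wells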
cardiac RTF act: cardiac RTF calcium sensitivity activators, primary screen, biochemical, IANBD-TnC fluorescence, EC20 calcium | Troponin I, cardiac muscle (Homo sapiens) + Troponin T, cardiac muscle (Homo sapiens) + … | IANBD-labeled TnC RTF fluorescence at EC20 calcium; 0% EC20 calcium, 100% full calcium | activation, % at 7.2 µM | 340,000 tested, 0.24% active | AID 493008, 2010;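 active = activation above the mean over all tested compounds plus 3 SD, cut at about 30% in these data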;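 note: rise in fluorescence read as greater calcium sensitivity of cardiac thin filaments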
RTF Ca sens inh: cardiac RTF calcium sensitivity inhibitors, primary screen, biochemical, IANBD-TnC fluorescence, EC70 calcium; Troponin I, cardiac muscle (Homo sapiens) + Troponin T, cardiac muscle (Homo sapiens) + …; IANBD-labeled cardiac RTF, Ca2+ fluorescence; inhibition, % at 7.15 µM; 340,000 tested, 0.12% active; AID 493244, 2011;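 active = inhibition above the mean inhibition of all tested compounds plus 3 SD, cut at about 17% in these data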;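 note: assay run at fixed EC70 calcium of 1.6 mM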
The depositor's hits bear a star; x = not tested or not shown.

SMILES	Pemphigus Ab inh	C-LANA FP	Arrestin-AP2 inh	V-ATPase pHluor	Keap1 Nrf2 FP	MOR-DOR inv ag	MOR-DOR ag	Wnt act	cardiac RTF act	RTF Ca sens inh
COc1ccc(C)cc1NC(=O)c1nnn(CCc2ccccc2)c1N	99	-0.5	-1	-2	1	-10	2.1	-3	-9	2
Cc1cccc(-n2c(O)c(C=Nc3ccccc3N)c(=O)[nH]c2=O)c1	x	1.1	4	6	-10	-3	0.7	x	-2	-4
CC(C)C(=O)N=C1SC2CS(=O)(=O)CC2N1Cc1ccccc1 (stereo not drawn)	83	-0.5	10	2	-3	13	-2.0	-7	-3	-5
CCOc1ccc(C2OC(=O)Cc3cc(OC)c(OC)cc32)cc1 (stereo not drawn)	104	0.5	-5	-5	-5	-2	0.3	0	-2	2
CC(C)CCn1c(N2CCCC2)nc2c1c(=O)n(C)c(=O)n2C	123	9.5	-6	-4	5	1	-0.3	-1	4	2
CC1=NN(c2ccccc2)C(=O)/C1=C/C=C/c1ccccc1	105	-2.4	-23	0	-6	-14	2.5	1	3	2
O=C(NNC(=O)C1CC1c1ccccc1)Nc1ccccc1 (stereo not drawn)	124	-0.4	13	0	0	3	-0.5	-1	2	-4
O=C(CSc1nc(=O)n(CCCN2CCOCC2)c2c1CCC2)Nc1cccc(F)c1	101	-1.1	0	-1	-4	17	-3.3	-3	7	-9
Cc1cccc(NC(=O)Cc2nc(-c3c[nH]c(C(=O)N4CCCC4)c3)cs2)c1	103	-0.3	9	3	-5	-33	5.1	7	-8	4
Cc1ccc(S(=O)(=O)N2CCOCC2)cc1NC(=O)CSc1nnnn1C	110	0.5	-11	-2	-2	13	-2.8	-1	0	-2
O=C(CN(CC1CCCO1)C(=O)CCC(=O)Nc1ccccn1)NCc1ccccc1 (stereo not drawn)	107	0.9	-3	-2	0	-2	0.3	0	7	-2
COc1ccc(NC(=O)c2sc(NC(=O)COc3ccccc3)nc2C)cc1	98	-0.4	2	0	-4	8	-1.3	x	2	-8
Cc1ccc(CSCCNS(C)(=O)=O)cc1	109	-0.5	20	2	0	14	-2.5	2	1	3
CCc1ccccc1NNC(=O)c1cc(C)on1	x	-0.1	0	-2	-1	16	-3.3	3	3	0
COc1ccc(CC(=O)Nc2c3c(nn2-c2cccc(Cl)c2)CS(=O)C3)cc1 (stereo not drawn)	97	2.0	0	6	-4	9	-1.7	x	5	-2
Cc1cccc2cc(CN(C(=O)c3cccc([N+](=O)[O-])c3)C(C)C)c(=O)[nH]c12	59*	-1.6	5	-4	-1	-6	1.1	-3	0	-11
CCC(=O)N1CCc2cc(OC)c(OC)cc2C1COc1ccccc1OC (stereo not drawn)	108	-0.6	-13	0	-3	7	-1.4	-1	1	-4
Cc1cc(C)c(N(C(=O)c2csnn2)C(C(=O)NC(C)(C)C)c2ccncc2)c(C)c1 (stereo not drawn)	101	0.9	-5	3	1	7	-1.2	-2	-1	-7
O=C(NC(=S)NNC(=O)c1ccco1)c1ccc(F)cc1	103	0.8	-11	0	-3	19	-3.7	1	-4	-3
COC(CNC(=O)CNC(=S)N(Cc1ccccc1)Cc1cccnc1)OC	101	-3.1	-12	-2	-7	19	-4.0	0	2	-9
Cc1ccc(OC(C)C(=O)N2CC(=O)Nc3ccccc32)c(C)c1 (stereo not drawn)	x	0.8	-8	1	-5	5	-0.6	1	1	-14
CN(CC(=O)Nc1ccccc1F)Cc1cccs1	x	0.5	10	1	-4	-10	1.3	1	1	10
O=C(O)C1CCCN1C(=O)Oc1ccccc1 (stereo not drawn)	101	-1.4	-4	-2	0	9	-2.1	x	5	-5
O=C(O)C1CC(=O)N(c2ccc(OCc3ccc(Cl)cc3Cl)cc2)C1 (stereo not drawn)	103	-0.9	14	0	-4	7	-1.3	-2	4	-17
COc1cccc(/C=N/n2c(-c3cc(C)[nH]n3)n[nH]c2=S)c1	x	0.2	5	-1	-4	-1	0.1	4	-3	-7

4 compounds out of the list above, sorted by their value in Pemphigus Ab inh, high to low:
SMILES	Pemphigus Ab inh	C-LANA FP	Arrestin-AP2 inh	V-ATPase pHluor	Keap1 Nrf2 FP	MOR-DOR inv ag	MOR-DOR ag	Wnt act	cardiac RTF act	RTF Ca sens inh
O=C(NNC(=O)C1CC1c1ccccc1)Nc1ccccc1 (stereo not drawn)	124	-0.4	13	0	0	3	-0.5	-1	2	-4
Cc1ccc(CSCCNS(C)(=O)=O)cc1	109	-0.5	20	2	0	14	-2.5	2	1	3
CCC(=O)N1CCc2cc(OC)c(OC)cc2C1COc1ccccc1OC (stereo not drawn)	108	-0.6	-13	0	-3	7	-1.4	-1	1	-4
CC1=NN(c2ccccc2)C(=O)/C1=C/C=C/c1ccccc1	105	-2.4	-23	0	-6	-14	2.5	1	3	2

Continuation.
SMILES	Pemphigus Ab inh	C-LANA FP	Arrestin-AP2 inh	V-ATPase pHluor	Keap1 Nrf2 FP	MOR-DOR inv ag	MOR-DOR ag	Wnt act	cardiac RTF act	RTF Ca sens inh
CCC(=O)N1CCN(c2ccccc2NC(=O)c2cccc(C)c2)CC1	99	-1.1	1	-1	-8	-4	0.6	x	6	-6
O=C(N/N=C/c1ccc(O)c(O)c1)c1ccc(CSc2cccc3cccnc23)cc1	98	2.4	8	0	4	6	-1.1	x	3	-6
Cn1c(C(=O)NCc2ccccn2)cc2c(=O)n(C)c3ccccc3c21	108	-1.3	3	-2	0	13	-2.6	3	-5	-8
COc1cccc(CCC(=O)O)c1OC	102	-0.4	8	2	-1	0	0.0	8	0	-20
CN(C(=O)CSc1nc2cc(C(=O)O)ccc2c(=O)n1Cc1ccccc1)C1CCS(=O)(=O)C1 (stereo not drawn)	99	-0.7	17	0	0	10	-1.9	-1	-6	1
O=C(Nc1cccc(NC(=O)c2ccco2)c1)c1ccc2c(c1)OCCO2	87	-0.7	12	1	-3	19	-3.9	4	-3	-23
CCOC(=O)[C@H]1[C@H]2COc3ccc(Cl)cc3[C@@H]2N2C(=O)CN(Cc3ccc(Cl)cc3)C(=O)[C@@]12C	104	-0.3	4	-2	-2	2	-0.3	1	0	-20
COc1cc(CN2CCCC(C)C2)ccc1OCc1ccccc1 (stereo not drawn)	100	-0.2	19	6	0	5	-1.0	3	0	3
Cc1ccc(S(=O)(=O)NC(CCC(N)=O)C(=O)NCc2ccc3c(c2)OCO3)c(C)c1 (stereo not drawn)	117	0.0	6	2	-5	5	-1.0	-1	4	-8
C=CCOC(=O)/C(=C\c1ccccc1)NC(=O)c1ccc(C)cc1	109	-4.0	-3	x	-3	-10	1.3	19	1	6
COc1ccc2cc(S(=O)(=O)N3CCN(C)CC3)ccc2c1	62	-8.9	22	13*	3	-9	1.6	-5	-5	-10
Cc1cc[n+](CC(=O)c2cccc([N+](=O)[O-])c2)c2ccccc12	117	-0.2	-11	-1	-3	6	-1.3	-5	4	0
Brc1ccccc1C1=Nn2c(nnc2-c2ccccc2)SC1	105	-1.1	30	-4	2	2	-0.3	x	-4	7
COc1ccc(-c2cc(-c3n[nH]c(=S)n3-c3cccc4ccccc34)[nH]n2)cc1	106	0.0	16	-2	0	10	-2.0	-6	2	-3
Cn1nccc1CNC(=O)c1c(Cl)cnn1C	101	0.3	-5	-2	-5	-2	0.4	0	4	-14
COc1cc2c(cc1OC)[C@@H](NC(=O)COc1ccccc1)[C@H](OCc1ccccc1)C2	100	1.5	-7	0	-1	10	-2.2	-1	0	-4
CCCc1nc2ccc(NC(C)=O)cc2c(=O)n1Cc1ccc(Cl)cc1	95	0.9	20	0	-4	-2	0.4	16	2	0
COc1ccc2c(c1)c1c(n2C(C)=O)C(OC(C)=O)=NCC1	103	0.6	1	-3	-5	1	-0.2	x	9	-2
Cc1ccc(C(=O)O)cc1NC(=O)C1CCCN1S(=O)(=O)c1cccc2nsnc12 (stereo not drawn)	98	0.8	15	3	-2	2	-0.4	0	4	-4
CC(C)N(C(C)C)S(=O)(=O)c1ccc(NN)nc1	86	-4.0	-5	0	-4	5	-0.9	0	-1	4
Cn1c(=O)[nH]c(=O)c2c1nc(Br)n2CC(O)COCc1ccccc1 (stereo not drawn)	109	0.3	2	-2	2	-1	0.3	x	4	-7
CC(=O)CCC(=O)OCC(=O)Nc1ccc(SC(F)F)cc1	109	0.8	21	3	2	4	-0.8	-1	4	1
CCOC(=O)N1CCN(c2cc(=O)n(-c3ccc(Br)cc3)c(=O)[nH]2)CC1	95	-2.3	4	4	1	13	-2.2	1	5	-7
Cc1cccc(NC(=S)NCc2ccccn2)c1	104	-1.1	4	-1	4	-2	0.4	x	-2	-8
O=C(Nc1ccc(S(=O)(=O)NC2=NCCCCC2)cc1)c1ccc(=O)[nH]c1	103	-0.1	-10	-3	-4	8	-1.6	-1	0	1
O=C(CSC(=S)N1CCCCC1)N1N=CCC1c1ccccc1 (stereo not drawn)	x	0.4	-3	-3	-1	4	-0.9	16	0	-5
Cc1ccc(NC(=O)c2ccc(F)c(S(=O)(=O)N3CCOCC3)c2)cc1F	97	-0.1	26	x	3	-22	4.1	x	-4	-2
CCCOc1ccc(/C(O)=C2/C(=O)C(=O)N(CCCn3ccnc3)C2c2cccnc2)cc1 (stereo not drawn)	105	x	4	-2	x	x	x	2	x	x
CCCCNC(=O)Cn1c(-c2ccc(OC)cc2)noc1=O	102	0.5	4	2	-4	4	-0.7	x	9	-5

Quoted at random: three compounds from above
SMILES	Pemphigus Ab inh	C-LANA FP	Arrestin-AP2 inh	V-ATPase pHluor	Keap1 Nrf2 FP	MOR-DOR inv ag	MOR-DOR ag	Wnt act	cardiac RTF act	RTF Ca sens inh
Cc1ccc(C(=O)O)cc1NC(=O)C1CCCN1S(=O)(=O)c1cccc2nsnc12 (stereo not drawn)	98	0.8	15	3	-2	2	-0.4	0	4	-4
COc1cc(CN2CCCC(C)C2)ccc1OCc1ccccc1 (stereo not drawn)	100	-0.2	19	6	0	5	-1.0	3	0	3
CC(=O)CCC(=O)OCC(=O)Nc1ccc(SC(F)F)cc1	109	0.8	21	3	2	4	-0.8	-1	4	1
